# SNCA expr inh – reduces expression of the alpha-synuclein gene; 140,000 compounds, 0.17% hits; Potency, µM (top dose mostly 57.2 µM), inactives show at the top dose activity change, negative = inhibition, actives largely listed as inhibitors; HEK-293 SNCA-luciferase knock-in, luminescence, 24 h;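 note: potency is the fitted concentration of half-maximal effect; plate controls were DMSO cells for no effect and cell-free wells for full effect; nearly all actives have a fitted effect of over 45% in size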
# FLuc inh – inhibitors of firefly (Photinus pyralis) luciferase. Potency, µM (titrated, usually from 115 µM), for inactives: top-dose activity change, negative = inhibition, most hits filed as inhibitors. 76,000 compounds, 2.5% hits. AID 1347043. purified P. pyralis luciferase, luminescence, biochemical. P08659; note: potency is the fitted concentration of half-maximal effect; nearly all actives have a fitted effect of over 65% in size
# Target sequence (P08659 whole entry, looked up): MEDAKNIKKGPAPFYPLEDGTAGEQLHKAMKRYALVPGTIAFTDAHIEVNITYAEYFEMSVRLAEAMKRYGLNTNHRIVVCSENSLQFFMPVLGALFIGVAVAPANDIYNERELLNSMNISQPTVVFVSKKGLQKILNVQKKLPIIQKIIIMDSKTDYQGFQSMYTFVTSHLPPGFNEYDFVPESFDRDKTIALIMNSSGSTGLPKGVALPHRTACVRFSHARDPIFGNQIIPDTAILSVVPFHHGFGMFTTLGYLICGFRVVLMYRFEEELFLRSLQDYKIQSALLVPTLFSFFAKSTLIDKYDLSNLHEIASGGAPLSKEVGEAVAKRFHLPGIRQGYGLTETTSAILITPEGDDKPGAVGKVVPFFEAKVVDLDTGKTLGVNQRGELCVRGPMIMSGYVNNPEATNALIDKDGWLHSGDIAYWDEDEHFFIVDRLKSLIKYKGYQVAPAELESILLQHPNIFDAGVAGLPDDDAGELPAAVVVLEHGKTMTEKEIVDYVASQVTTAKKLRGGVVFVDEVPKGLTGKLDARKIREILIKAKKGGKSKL
#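 Inhibitors were tested against purified firefly luciferase in a biochemical, low-substrate format (both substrates at 10uM) and luminescence measured with a CCD imager.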
# NIH3T3 tox – cytotoxic compounds in NIH 3T3 cells. NIH 3T3 viability, CellTiter-Glo ATP luminescence, 48-72 h. Potency, µM (series often up to 96.7 µM), for inactives: at the top dose activity change, negative = cytotoxicity, most hits filed as inhibitors. 94,000 compounds, 4.3% hits; note: potency is the fitted concentration of half-maximal effect; nearly all actives have a fitted effect of over 55% in size
#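 Cytotoxicity is measured as loss of cellular ATP: NIH 3T3 cells (400/well) are exposed to compound for 48 or 72 hr at 37 °C, then CellTiter-Glo luminescence is imaged after 10 min at room temperature.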
# IP6K1 inhibitor – blocks human inositol hexakisphosphate kinase 1 | 140,000 compounds, 0.81% hits | activity change, % (series mostly up to about 58 µM) | IP6K1 kinase, ADP-Glo luminescence, 2 h; stronger effect = lower value | AID 1645851; in the data active = activity change below about -25%
#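 ADP-Glo luminescence measures ADP made by human IP6K1 during a 2 h RT reaction with ATP/IP6 (mix at 1.3 mM/130 uM); top library doses 57.5 and 19.1 uM final.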
# HEK293 tox – cytotoxic compounds in HEK 293 cells. HEK 293 viability, ATP luminescence (CellTiter-Glo), 48-72 h. Potency, µM (highest dose often 115 µM), inactives show at the highest dose activity change, negative = cytotoxicity, usual class: inhibitors. 94,000 compounds, 6.6% hits. AID 1345083; note: potency is the fitted concentration of half-maximal effect; nearly all actives have a fitted effect of over 60% in size
#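 ATP-coupled CellTiter-Glo luminescence served as viability read-out, recorded 10 min after reagent addition at room temperature. HEK 293 cells, 250 cells/well, had been incubated with pintool-transferred compound for 48 or 72 hr at 37 degree Celsius.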
# HEK293 viab – counter-screen for SNCA expression inhibitors: cell viability | Potency, µM (series often up to 57.1 µM), without a hit: at the top dose activity change, negative = cytotoxicity, hits mostly cytotoxic | HEK-293-SNCA-luc viability, GF-AFC fluorescence, 24 h | AID 1671193 | 150,000 compounds, 0.12% hits;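 note: potency is the fitted concentration of half-maximal effect; 0% = DMSO-treated cells and -100% = medium-only wells without cells; nearly all actives have a fitted effect of over 30% in size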
#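 HEK-293-SNCA-luc cells (1500/well) plated 24 h, then exposed 24 h to a dilution series; GF-AFC added 30 min at 37C, fluorescence 405/540 nm; normalised to medium-only and DMSO wells, Hill fit.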
# GPT2 inh – blocks human glutamate pyruvate transaminase 2. Potency, µM (top dose mostly 57.7 µM), for inactives: top-dose activity change, negative = inhibition, usual class: inhibitors. Recombinant GPT2, coupled pyruvate oxidase/HRP Amplex Red fluorescence. Q8TD30. 100,000 compounds, 0.25% hits; note: potency is the fitted concentration of half-maximal effect; nearly all actives have a fitted effect of over 60% in size; many of its hits are not listed in these tables
# Target sequence (Q8TD30 whole entry, looked up): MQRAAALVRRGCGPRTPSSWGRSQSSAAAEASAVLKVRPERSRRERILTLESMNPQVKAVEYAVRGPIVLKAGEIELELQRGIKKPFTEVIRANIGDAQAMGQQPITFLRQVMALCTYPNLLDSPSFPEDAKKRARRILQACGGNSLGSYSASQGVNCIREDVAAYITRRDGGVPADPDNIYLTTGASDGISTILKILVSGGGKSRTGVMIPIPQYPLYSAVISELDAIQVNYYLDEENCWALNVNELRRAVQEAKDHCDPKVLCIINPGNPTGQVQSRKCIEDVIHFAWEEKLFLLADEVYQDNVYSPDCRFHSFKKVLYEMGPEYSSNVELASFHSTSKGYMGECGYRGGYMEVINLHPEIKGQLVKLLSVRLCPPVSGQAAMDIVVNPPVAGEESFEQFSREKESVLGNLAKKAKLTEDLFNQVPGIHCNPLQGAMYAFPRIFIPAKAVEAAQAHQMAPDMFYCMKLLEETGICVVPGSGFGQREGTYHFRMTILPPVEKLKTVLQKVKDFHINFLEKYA
#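 Fluorescence read-out: pyruvate from GPT2 turnover coupled to pyruvate oxidase, HRP and Amplex Red (0.2mM ThPP, 0.2U/mL PO and HRP, 50uM Amplex final). Substrates 250uM a-KG, 2mM L-alanine; enzyme 10ng/uL; 30 min RT.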
# An asterisk follows results filed as active; i = inactive; ? = inconclusive; / = no result given; & = joins results of further samples; [ ] = remark or other dose. Unless noted, calls come from the whole dose curve; as a rule, active = well fitted curve in the direction sought with a large enough effect; inconclusive = small, poorly fitted or top-dose-only effect, or another doubt; inactive = no such curve, though single readings can be large; an effect the other way counts as inactive or inconclusive. Unless noted, % is set by controls: 0 for no effect and ±100 for the full control effect. Some of the compounds tested; rates above refer to the full screens.
# A first look (3 entries):
smiles	HEK293 tox	HEK293 viab	IP6K1 inhibitor	NIH3T3 tox	SNCA expr inh	FLuc inh	GPT2 inh
CC(C)n1cc(CN2CC[C@@H](c3ccc4ccccc4c3)[C@H](O)C2)cn1	?	6%	9	?	5%	15%	2%
Cc1ccc(C)c(NC(=O)C2CCN(C(=O)c3ncn4c3COC(c3ccc(F)cc3)C4)CC2)c1 (stereo not drawn)	-14%	2%	0	-19%	52%[activator]	28µM*	-5%
CCN(CC)c1ccc(NC(=O)c2cnc3c(-c4ccccc4)c(C)nn3c2C)c(C)c1	/	-2%	23	/	-8%	/	/

# The whole of this part, from the start:
smiles	HEK293 tox	HEK293 viab	IP6K1 inhibitor	NIH3T3 tox	SNCA expr inh	FLuc inh	GPT2 inh
CC(C)n1cc(CN2CC[C@@H](c3ccc4ccccc4c3)[C@H](O)C2)cn1	?	6%	9	?	5%	15%	2%
Cc1ccc(C)c(NC(=O)C2CCN(C(=O)c3ncn4c3COC(c3ccc(F)cc3)C4)CC2)c1 (stereo not drawn)	-14%	2%	0	-19%	52%[activator]	28µM*	-5%
CCN(CC)c1ccc(NC(=O)c2cnc3c(-c4ccccc4)c(C)nn3c2C)c(C)c1	/	-2%	23	/	-8%	/	/
COC(=O)c1ccc2nc(C[C@@H]3C[C@@H](C(C)C)[C@H](CNC(=O)CC4(CC(=O)O)CCCC4)C=C3C)[nH]c2c1	1%	-8%	-3	-14%	-15%	-3%	i
C=CCOC(=O)C1=C(C)N=C2SC=C(CC(=O)NC3CC3)N2C1c1cccc(C)c1 (stereo not drawn)	?	-17%	27	-27%	-5%	4%	-6%
COC1CCCOC12CCN(C(=O)c1ccc3n[nH]nc3c1)CC2 (stereo not drawn)	i	-1%	-5	4%	9%	-2%	-6%
COc1ccccc1CN(C(=O)c1cccc(-c2noc(C)n2)c1)C1CC1	?	-3%	15	-19%	-2%	-1%	3%
Cc1cc(C)cc(N(CC(=O)Nc2ccc(C(F)(F)F)cc2)S(=O)(=O)c2c(C)[nH]c(=O)[nH]c2=O)c1	/	7%	-12	/	?	/	/
Cc1ccc(SCC(=O)Nc2ccc3oc(-c4cccc(Cl)c4)nc3c2)cc1	/	2%	13	/	37%[activator]	/	/
NCc1ccc(Oc2ncnc3ccccc23)cc1	i	-3%[87.6 µM]	-1	i	-20%[87.6 µM]	/	2%[88.5 µM]
CCN(CC)Cc1nc(C2(O)CCN(C(=O)Nc3cccc(F)c3)CC2)cs1	2%[172 µM]	2%[87.6 µM]	1	2%[174 µM]	6%[87.6 µM]	-3%[172 µM]	-2%[88.5 µM]
CC1=C[C@@H](CNC(=O)COCC(=O)O)[C@H](C(C)C)C[C@H]1Cc1nc2ccccc2[nH]1	-3%[172 µM]	-7%[87.6 µM]	8	1%[174 µM]	-2%[87.6 µM]	2%[172 µM]	-4%[88.5 µM]
C/C=C(\C)C(=O)O[C@H]1[C@H](O)[C@]2(COC(C)=O)[C@H](O)C[C@]3(C)C(=CCC4[C@@]5(C)CC[C@H](O[C@@H]6O[C@H](C(=O)O)[C@@H](O[C@@H]7O[C@H](CO)[C@@H](O)[C@H](O)[C@H]7O)[C@H](O)[C@H]6O[C@@H]6O[C@H](CO)[C@@H](O)[C@H](O)[C@H]6O)[C@](C)(CO)C5CC[C@]43C)[C@@H]2CC1(C)C (stereo partly drawn)	/	-1%[12.5 µM]	-8	/	/	/	i
O=C1NCc2ccccc2CC12CCCN2Cc1cccc(OC(F)(F)F)c1 (stereo not drawn)	?	-7%	-11	?	-26%	/	-5%
O=C(NCc1cccc(C(F)(F)F)c1)c1cn2cc(-c3cccc(C(F)(F)F)c3)sc2n1	-14%	7%	-6	-26%	9%	/	i
CC(C(=O)N1CCCN(c2cc(-c3ccc(Cl)cc3)[nH]n2)CC1)c1ccccc1 (stereo not drawn)	40µM*	?	-17	35µM*	-10%	?	?
CC(C)c1cccc(-c2cc(NCc3ccccn3)nc3[nH]ccc23)n1	45µM*	6%	-6	?	31%[activator]	?	1%
CCN(Cc1cnn(CC)c1)C(=O)c1c(C)oc2c1CN(Cc1ccc(F)cc1)CC2	-13%	0%	5	-13%	?	-5%	i
CNC(=O)C1CCCN1C(=O)c1cccc(-c2ccccn2)c1 (stereo not drawn)	-20%[172 µM]	3%[87.6 µM]	22	-15%[138 µM]	-22%[87.6 µM]	/	-10%[88.5 µM]
Cc1ccc(C2(O)CCN(C(=O)C(=O)c3cccnc3)CC2)nc1	2%	-3%	-7	i	5%	-1%	1%
Cn1nccc1CN1CCC2(C1)C(=O)N(c1ccccc1)c1ccccc12 (stereo not drawn)	?	1%	-12	?	-2%	/	-1%
CCn1nc(-c2ccccc2)c(-c2ccccc2)c(C(=O)Nc2nc(C)c(C(C)=O)s2)c1=O	/	-13%	0	/	11%	/	/
CCNC(=O)N[C@H]1[C@H](O)[C@@H](N2CCN(c3ccccc3OC)CC2)[C@@H]2OC[C@H]1O2	-13%[172 µM]	6%[87.6 µM]	-1	-7%[174 µM]	-9%[87.6 µM]	-1%[172 µM]	i
CC(C)(C)c1ccc(OCCn2cc(C(=O)c3ccco3)c3ccccc32)cc1	/	-17%	4	/	-5%	/	/
CC1=C(C(=O)Nc2ccccc2C)C(c2cccs2)n2nc(SCc3ccccc3)nc2N1 (stereo not drawn)	/	-4%	37	/	-1%	/	/
COc1ccc(Cn2c(=O)c(C(=O)NCCc3ccc(Cl)cc3)nc3cccnc32)cc1	-1%	-24%	21	-14%	-25%	/	-5%
Cc1cc2cc(-c3c(C)noc3C)nc(N3CCCC3)c2o1	?	2%[87.6 µM]	18	?	5%[87.6 µM]	-8%[172 µM]	-6%[88.5 µM]
COc1cccc2cc(C(=O)NCCc3c(C)[nH]c4ccc(F)cc34)c(=O)oc12	/	10%	0	/	-19%	/	/
Cc1cc2c(cc1N1C(=O)c3cccc4c(CCCO)ccc(c34)C1=O)n(C)c(=O)n2C	/	-16%[23.9 µM]	-18	/	/	/	i
Cc1nc(CCNC(=O)CCc2ccccc2)no1	-3%	13%	55	1%	?	2%	-9%
CC(=O)N1CCC(N2CCOC[C@H]2c2ncc(-c3cccc(F)c3)[nH]2)CC1	i	8%[87.6 µM]	9	-13%[174 µM]	-13%[87.6 µM]	4%[172 µM]	-7%[88.5 µM]
CN1C(=O)Cc2cc(C(=O)N3CCN(c4ccccc4Cl)CC3)ccc21	?	-6%	-1	-20%	-15%	0%	-7%
COc1ccc(NC(=O)CCS(=O)(=O)c2cccc3nonc23)cc1Cl	/	16%	11	/	0%	/	/
Cn1nc(C2CCCN(C(=O)c3ccccc3)C2)n(C2CCCC2)c1=O (stereo not drawn)	-20%	-9%	21	-31%	4%	/	i
COc1ccc(CNC(=O)Cn2ccn3nc(-c4ccc(F)cc4)c(CO)c3c2=O)cc1OC	?	1%	23	?	-22%	-6%	?
CCCNc1ncnc2c1c(-c1ccccc1)cn2-c1ccc(OCC)cc1	/	-19%	28	/	-13%	/	/
COc1ccc(Cl)cc1C(=O)NC1CCN(c2cc(-c3ccccc3)[nH]n2)C1 (stereo not drawn)	-27%	-4%	9	-30%	6%	3%	?
COc1ccc(-c2nnc3ccc(NCC(C)C)nn23)nc1	-28%[172 µM]	-11%[87.6 µM]	-16	?	-3%[87.6 µM]	2%[172 µM]	0%[88.5 µM]
CCOc1ccccc1NC(=O)Cn1c(=O)n(Cc2ccco2)c(=O)c2ccc(C(=O)NC3CCCC3)cc21	/	-6%	-15	/	-6%	/	/
COc1ccc(C(=O)N2CCc3nc(C)nc(-c4ccc(OC)cc4)c3C2)cc1	-11%	-28%	-5	-18%	18%	-1%	i
Cc1cccc(CNC(=O)c2ccc(Cn3c(SCc4ccccc4)nc4cccnc43)cc2)c1	/	?	-11	/	97%[activator]	/	/
O=C(NCC1CC1)c1ccc2nnc(-c3cc(C(F)(F)F)cc(C(F)(F)F)c3)n2c1	?	-8%	7	?	-4%	/	-6%
Cc1ccccc1NC1CCn2c(nc(C)c2C(=O)Nc2ccc(F)cc2)C1 (stereo not drawn)	?	-21%[87.6 µM]	5	?	?	-7%[172 µM]	-1%[88.5 µM]
CC1CCN(c2nc3ccccc3nc2SCC(=O)Nc2ccccc2C(C)C)CC1	/	5%	-13	/	24%	/	/
CCOC(=O)c1sc2ccccc2c1S(=O)(=O)Nc1c(C)cccc1C	/	0%	-5	/	-4%	/	/
NCCCCCC(=O)O	/	3%	8	/	7%	/	-7%&0%
Cc1cccc(C)c1NC(=O)CN1C(=O)NC(c2ccc(Cl)cc2)C2=C1COC2=O (stereo not drawn)	?	5%	1	-23%	-11%	-4%	i
Cc1cc(C)cc(NC(=O)N2CCCC2c2nncn2C2CCCC2)c1 (stereo not drawn)	-4%	?	-8	2%	23%	7%	i
COc1ccc(OCC(=O)NCc2ccc3c(c2)CCN3C(=O)c2cccc(C)c2)cc1	/	-21%	-9	/	21%	/	/
CNC(=O)[C@H]1C[C@H](Oc2ccccc2)CN1S(=O)(=O)c1cccc(OC)c1	?	-4%	29	-7%	-11%	0%	-3%

# Following part
smiles	HEK293 tox	HEK293 viab	IP6K1 inhibitor	NIH3T3 tox	SNCA expr inh	FLuc inh	GPT2 inh
O[C@H]1CC[C@@H](Cc2cc(-c3ccccc3)on2)O[C@@H]1CNCc1ccccc1	?	1%[87.6 µM]	14	?	22%[87.6 µM]	0%[172 µM]	0%[88.5 µM]
CCc1ccccc1NC(=O)CCCn1c(=O)c2cccn2c2ccccc21	/	1%	32	/	22%	/	/
Cc1cnc(C(=O)NC2C[C@H]3CC[C@@H](C2)N3C(=O)Cc2ccc(F)cc2)cn1 (stereo partly drawn)	-5%	9%	7	-20%	1%	-1%	i
Cc1nc(CN2C(=O)OC3(CCN(C(=O)c4ccc(Oc5ccccc5)cc4)CC3)C2(C)c2ccccc2)cs1 (stereo not drawn)	?	-25%	-18	?	?	1%	-16%
O=C(Cc1ccc(Cl)cc1)N1CCC2(CC1)CC(O)CCO2 (stereo not drawn)	2%	-16%	17	-2%	75%[activator]	?	i
COc1ccc(N2Cc3cccc(C(=O)Nc4cccc(F)c4)c3C2=O)cc1	/	1%	6	/	20%	/	/
O=C(NCc1nncn1CCc1ccccc1)C1NCCc2[nH]cnc21 (stereo not drawn)	-10%	-3%	-12	-3%	0%	13%	-4%
CC(=O)NC[C@H]1CCN(Cc2ccc3c(c2)CCO3)C[C@H]1N(C)C	-14%	6%[12.5 µM]	21	-1%	28%	10%	-9%
Cn1cnc(C(=O)N2C[C@@H](COCC3CC3)[C@H](c3ccccn3)C2)c1	i	-5%	2	i	9%	-2%	3%
CC(=O)N1CCC(N2CC(Oc3cccc(C(=O)N4CCOCC4)c3)C2)CC1	-6%	-19%	-12	-6%	1%	-16%	1%

# Bioassay records from PubChem.
